Assay outcomes deposited in PubChem by several laboratories.
Hsp90 block: displaces geldanamycin probe from tumor Hsp90 | NCI-N417 lysate Hsp90, Cy3B-geldanamycin FP displacement | inhibition, % at 30 µM | P07900 | 64,000 compounds, 0.35% hits;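 active = inhibition above 50%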;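 note: 0% = tracer plus lysate wells and 100% = tracer alone without lysate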
5HT1a ag: 5-HT1a (human) receptor agonism. P08908. CHO 5-HT1a Ga15 NFAT-bla reporter, FRET ratio; 0% basal, 100% maximal reference agonist. activation, % at 10 µM. 65,000 compounds, 0.56% hits. AID 567;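 active = activation above the screen-wide mean activation plus 3 SD, cut at about 19% in these data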;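 note: 0% = DMSO wells and 100% = 5-CT at EC100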
Target sequence (P08908 whole entry, looked up): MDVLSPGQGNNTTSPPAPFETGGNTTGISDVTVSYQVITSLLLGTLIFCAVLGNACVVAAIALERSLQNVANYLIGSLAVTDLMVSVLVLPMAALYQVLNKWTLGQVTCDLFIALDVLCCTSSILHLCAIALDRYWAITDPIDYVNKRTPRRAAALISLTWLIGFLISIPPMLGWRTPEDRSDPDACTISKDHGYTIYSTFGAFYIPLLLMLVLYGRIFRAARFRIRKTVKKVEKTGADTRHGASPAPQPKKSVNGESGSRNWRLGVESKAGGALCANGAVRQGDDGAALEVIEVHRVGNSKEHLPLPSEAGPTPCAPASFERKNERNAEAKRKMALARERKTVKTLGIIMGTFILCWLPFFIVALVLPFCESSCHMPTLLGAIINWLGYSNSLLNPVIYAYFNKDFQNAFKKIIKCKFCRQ
NADH coupling: inhibitors of enzymes used to reach an NAD/NADH endpoint. IC50, µM (titrated, usually from 10 µM), inactives show at the highest dose inhibition. 65,000 compounds, 0.02% hits. coupled PK/LDH NADH assays, four targets;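 active = single-dose screening hits from any of four coupled enzyme assays that gave an IC50 when retested across doses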;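 note: the DPM-DC format reads NADH fluorescence rather than 340 nm absorbance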
M1 antag: blocks the rat M1 muscarinic receptor response to acetylcholine; 64,000 compounds, 3.4% hits; P08482; AID 628; B-score at 10 µM; CHO-M1 cells, Fluo-4 calcium, ACh EC80 antagonist mode; stronger effect = lower value;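 active = calcium fluorescence response, raw or row-and-column corrected B-score, differing from the plate sample mean either way at a set confidence level, mostly lower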
Target sequence (P08482 whole entry, looked up): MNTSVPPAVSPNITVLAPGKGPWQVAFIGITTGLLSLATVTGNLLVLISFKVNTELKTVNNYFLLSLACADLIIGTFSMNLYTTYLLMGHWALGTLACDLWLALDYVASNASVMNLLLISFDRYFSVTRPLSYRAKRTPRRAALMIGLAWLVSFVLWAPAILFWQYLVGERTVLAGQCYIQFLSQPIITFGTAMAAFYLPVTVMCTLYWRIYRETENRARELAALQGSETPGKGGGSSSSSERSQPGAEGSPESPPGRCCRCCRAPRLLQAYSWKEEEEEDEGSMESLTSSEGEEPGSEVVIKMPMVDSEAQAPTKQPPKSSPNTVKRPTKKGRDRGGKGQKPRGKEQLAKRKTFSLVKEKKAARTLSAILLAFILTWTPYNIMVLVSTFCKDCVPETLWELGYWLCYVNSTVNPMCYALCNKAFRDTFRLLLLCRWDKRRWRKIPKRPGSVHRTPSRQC
D1 allo mod: allosteric modulators of human D1 dopamine receptor. 58,000 compounds, 5.9% hits. AID 641. P21728. HEK293 D1, CRE-luciferase, dopamine EC30 potentiation; actives deviate in either direction. B-score at 10 µM;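 active = luminescence count or its row- and column-corrected plate score outside the 99.7% band of the plate's sample wells, on either side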
HER2 expr 66K: inhibitors of human Her2 kinase expression; P04626; HER2 level % of control, % at 10 µM; SKBR-3 HER2 protein level, AlphaScreen, 18-24 h; stronger effect = lower value; 65,000 compounds, 0.69% hits;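 active = HER2 level under 5% of the carrier-only control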;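 note: 100% = DMSO carrier and 0% = 500 nM PU-H71 HSP90 inhibitor; lower value means stronger loss of Her2 protein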
Autofluor 339: intrinsic fluorescence of library compounds, ex339/em460 – biochemical, MLSMR library, data from DPM-DC assay, artefact control, profiling panel; compound autofluorescence, ex339/em460 nm, NADH buffer; stronger effect = higher value; 1 = no-compound wells, NADH background; fluorescence fold increase at 10 µM; 65,000 compounds, 5.5% hits; AID 709;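 active = at 10 µM, mean starting fluorescence two-fold or more over control wells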;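 note: signal is the first read of a kinetic run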
M1 ag: activates the M1 muscarinic receptor; CHO-M1 cells, Fluo-4 calcium fluorescence, agonist mode; stronger effect = higher value; B-score at 10 µM; 64,000 compounds, 3% hits; AID 626;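 active = fluorescence rise, raw or as B-score row- and column-corrected plate score, outside the 99.7% band of its plate's samples, either direction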
E coli RNAP: Escherichia coli RNA polymerase inhibition | E. coli RNA polymerase, fluorescence transcription assay | 62,000 compounds, 0.2% hits | P0A8V2 | inhibition, %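 (tested at 10 µM)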; in the data active = inhibition above about 20%;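 note: 0% = enzyme without compound and 100% = no enzyme blank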
* marks the source's active call; other numbers are inactive results; nt = not tested or not shown; [ ] = another dose, or the depositor's remark. An unsorted share of the library; overall some 16% were active at least once.

SMILES	Hsp90 block	5HT1a ag	NADH coupling	M1 antag	D1 allo mod	HER2 expr 66K	Autofluor 339	M1 ag	E coli RNAP
CC1CCCCN1CCn1cnc2c([nH]c3ccccc32)c1=O (centres undefined)	1	-1.8	13%	-6.9*	0.011	90	1.5	-0.87	3
O=C(O)CSCC(=O)Nc1cccc2ccccc12	-7	-1.7	4%	-0.26	0.76	103	1.1	0.022	3
C=CCn1c(SCC(=O)c2cccs2)nnc1-c1cccc(OC)c1	-4	-3.4	6%	nt	0.65	82	1.1	nt	6
COC(=O)c1ccc(NC(=O)c2cccc(OC)c2)cc1	-2	-2.7	6%	0.019	0.72	91	1	0.25	9
COCCN1Cc2cccc(C(=O)NCc3cccnc3)c2C1=O	-3	-1.7	4%	0.54	1.5	150	1.1	0.42	8
CC(=O)N(C(C)=O)c1c(C#N)c(C)n(-c2ccccc2)c1C(=O)c1ccccc1	1	-10	3%	-0.65	2.3	84	1	0.41	4
C=CCc1ccccc1OCC(O)CN1CCN(c2ccc(C)cc2)CC1 (centres undefined)	-4	-1.3	19%	0.66	nt	104	1	-0.065	-1
Cc1cc(C)cc(-c2nnc(SCC(=O)NCc3cccs3)o2)c1	1	0.2	9%	-0.012	0.25	137	0.97	-0.94	4
O=C(CCn1[nH]c(=O)c2ccccc2c1=O)OC1CCCCC1	0	-1.4	5%	0.2	-0.062	-24*	1.3	-0.97	9
Cc1ccc(C(C)C)c(OCCNc2nc3c(c(=O)n(C)c(=O)n3C)n2C)c1	-1	-1.3	1%	-0.015	-1.3	104	1.1	0.98	10
CC1CCCN(C(=O)CN2CCN(C(=O)c3ccco3)CC2)C1 (centres undefined)	-1	-0.1	3%	-0.5	-0.92	88	1.1	-1	9
O=C1CC(c2ccccc2)C(C(=O)Nc2ccccc2F)N1 (centres undefined)	-4	-2.5	3%	-0.58	0.051	92	1.1	-0.28	10
COc1cc(C2Nc3cccc4cccc(c34)N2)cc(OC)c1O	31	-5.6	2%[fluoresces]	0.0052	-0.74	70	3.2*	0.44	9
CCCc1cc(C(=O)NC2CCCCC2)no1	-2	-1.1	10%	-0.63	-0.84	113	1.3	0.83	7
CCc1c(O)nc(SCc2ccccc2)n(C(C)CC)c1=O (centres undefined)	-1	0.2	2%	0.15	0.62	68	1.1	0.0015	9
Nc1nc(COc2ccc3ccccc3c2)cs1	2	0.0	3%	0.11	-0.0016	102	1.1	0.1	5
CC(=O)Nc1ccc(OCC(O)CN2CCN(c3cc(Cl)ccc3C)CC2)cc1 (centres undefined)	-2	-2.7	6%	-2.6	0.036	71	1.1	-0.37	-1
CCOC(=O)c1c(C)n(C)c2ccc(OC)c(NC(=O)CN3CCSCC3)c12	-10	-0.2	4%	0.32	nt	85	1.1	1.1	-6
COC(=O)c1sc2ccccc2c1N	-4	-1.6	7%[fluoresces]	-0.21	2.8	81	2.1*	0.061	-4
CCOC(=O)c1cnn(-c2sc(C(=O)OCC)c(C)c2C(=O)OCC)c1N	15	0.6	2%	-0.29	-2.4	44	1.1	-3.4*	4
CC(=O)c1cc(OC(=O)N2CCOCC2)ccc1OC(=O)N1CCOCC1	-3	-3.5	1%	1.4	-0.13	93	1.1	0.26	nt
Cc1ccc(-c2noc(CN(C(=O)c3cccc(Br)c3)C(C)C)n2)cc1	-2	0.7	4%	-1.2	-0.44	nt	1.1	0.58	-3
Cc1csc(NC(=O)CN(C)S(=O)(=O)c2cccc3cccnc23)n1	-4	1.3	3%	-0.88	-0.013	70	1.1	0.061	7
C=C(Cl)COC(=O)[C@H]1C2C=CC(C2)C1C(=O)O (some centres undefined)	-2	-1.4	4%	-0.17	0.025	122	1	0.13	-7
CCOC(=O)c1nnn(-c2nonc2-n2cccc2)c1CN1CCC(C)CC1	-6	5.8	5%	0.36	-0.99	67	1.1	0.61	1
Cc1nc(C)n(C(=O)N(c2ccccc2)c2ccccc2)n1	-1	-0.8	2%	0.004	-1.2	82	1.1	0.72	0
c1ccc(-c2nnc3sc(-c4ccncc4)nn23)cc1	4	-1.1	3%	-0.013	1.8	119	1.2	0.5	5
CC(C)C(NC(=O)C1CCCCC1)C(=O)NC1CCN(Cc2ccccc2)CC1 (centres undefined)	-2	-0.2	3%	0.82	0.46	84	1.1	0.0028	0
CCO/C=C/C(=O)N(C)CCC#N	0	-0.2	8%	0.29	0.38	103	1	-0.18	7
N#Cc1c(-c2ccco2)nc(SCC(=O)Nc2cccc(Cl)c2)[nH]c1=O	-4	-1.6	6%	-1.5	-1.9	83	1.1	-0.23	10
O=C(c1ccco1)N1CCN(C(=O)C(Sc2ccccc2)c2ccccc2)CC1 (centres undefined)	-3	1.5	6%	-0.64	0.28	99	1.1	3.8*	-1
COc1ccc(Cc2nnc(SCC(=O)NCc3ccco3)o2)cc1	-17	-0.5	6%	0.56	0.086	108	1.1	0.57	6
CCN(CC)C(=O)CSc1nnc(CCN)o1	-1	-1.5	8%	-0.17	-0.89	91	1.1	0.012	10
O=C(c1cc(N2CCCCC2)nc2ccccc12)N1CCOCC1	-8	-0.4	4%	1	nt	114	1.3	1.1	7
CCc1c(C)nc(N2CCOCC2)[nH]c1=O	-2	1.0	2%	-0.21	-0.062	63	1.1	0.25	nt
O=C(NCC1CCCO1)NC12CC3CC(CC(C3)C1)C2 (centres undefined)	-2	-6.7	0%	0.44	nt	98	1.1	-0.043	5

Exported as a markdown table: 12 of the compounds above
| Compound | Hsp90 block | 5HT1a ag | NADH coupling | M1 antag | D1 allo mod | HER2 expr 66K | Autofluor 339 | M1 ag | E coli RNAP |
| --- | --- | --- | --- | --- | --- | --- | --- | --- | --- |
| CC1CCCCN1CCn1cnc2c([nH]c3ccccc32)c1=O (centres undefined) | 1 | -1.8 | 13% | -6.9* | 0.011 | 90 | 1.5 | -0.87 | 3 |
| O=C(O)CSCC(=O)Nc1cccc2ccccc12 | -7 | -1.7 | 4% | -0.26 | 0.76 | 103 | 1.1 | 0.022 | 3 |
| C=CCn1c(SCC(=O)c2cccs2)nnc1-c1cccc(OC)c1 | -4 | -3.4 | 6% | nt | 0.65 | 82 | 1.1 | nt | 6 |
| COC(=O)c1ccc(NC(=O)c2cccc(OC)c2)cc1 | -2 | -2.7 | 6% | 0.019 | 0.72 | 91 | 1 | 0.25 | 9 |
| COCCN1Cc2cccc(C(=O)NCc3cccnc3)c2C1=O | -3 | -1.7 | 4% | 0.54 | 1.5 | 150 | 1.1 | 0.42 | 8 |
| CC(=O)N(C(C)=O)c1c(C#N)c(C)n(-c2ccccc2)c1C(=O)c1ccccc1 | 1 | -10 | 3% | -0.65 | 2.3 | 84 | 1 | 0.41 | 4 |
| C=CCc1ccccc1OCC(O)CN1CCN(c2ccc(C)cc2)CC1 (centres undefined) | -4 | -1.3 | 19% | 0.66 | nt | 104 | 1 | -0.065 | -1 |
| Cc1cc(C)cc(-c2nnc(SCC(=O)NCc3cccs3)o2)c1 | 1 | 0.2 | 9% | -0.012 | 0.25 | 137 | 0.97 | -0.94 | 4 |
| O=C(CCn1[nH]c(=O)c2ccccc2c1=O)OC1CCCCC1 | 0 | -1.4 | 5% | 0.2 | -0.062 | -24* | 1.3 | -0.97 | 9 |
| Cc1ccc(C(C)C)c(OCCNc2nc3c(c(=O)n(C)c(=O)n3C)n2C)c1 | -1 | -1.3 | 1% | -0.015 | -1.3 | 104 | 1.1 | 0.98 | 10 |
| CC1CCCN(C(=O)CN2CCN(C(=O)c3ccco3)CC2)C1 (centres undefined) | -1 | -0.1 | 3% | -0.5 | -0.92 | 88 | 1.1 | -1 | 9 |
| O=C1CC(c2ccccc2)C(C(=O)Nc2ccccc2F)N1 (centres undefined) | -4 | -2.5 | 3% | -0.58 | 0.051 | 92 | 1.1 | -0.28 | 10 |

(more compounds)
SMILES	Hsp90 block	5HT1a ag	NADH coupling	M1 antag	D1 allo mod	HER2 expr 66K	Autofluor 339	M1 ag	E coli RNAP
Cc1ccc(OCC(=O)Nc2ccc(-c3nnc(-c4ccco4)o3)cc2)cc1	2	-1.6	11%	0.3	1.8	119	1.4	-0.37	6
O=C1CCCN1c1ccc(S(=O)(=O)N2CCN(c3ccccn3)CC2)cc1	1	-3.7	3%	-0.2	0.86	66	1.2	-0.34	3
Cc1nc(N2CCN(Cc3ccccc3)CC2)nc2c1C(=O)CCC2	-5	-0.8	2%	-0.13	-0.53	109	1.1	0.75	6
Cn1cccc1Cc1nnc(SCC(=O)Nc2cccc(F)c2)n1CCc1ccccc1	-2	-0.4	10%	0.94	-0.16	100	1.4	0.93	5
CSc1cc(/C=N/O)c(SC)s1	2	0.5	6%	-2.1	6.9*	88	1.1	0.27	7
Cc1ccc(CN2CCSc3ccc(C(=O)N4CCN(c5ncccn5)CC4)cc32)cc1	-3	1.5	3%[fluoresces]	0.82	0.43	71	4.9*	0.55	3
CCN(CC)c1ccc(-c2nn3c(-c4cccnc4)nnc3s2)cc1	-7	7.6	4%[fluoresces]	-6.2*	0.11	61	1.8	8.6*	1
N#CC1=C(N)OC2=C(CCC/C2=C/c2ccoc2)C1c1ccoc1 (centres undefined)	-17	1.7	2%	-0.2	0.063	75	1.1	1.5	12
COc1cc(OC)nc(NC(=O)CN2CCN(c3ccc(F)cc3)CC2)n1	-4	-2.2	2%	-0.33	-0.026	86	1.1	0.11	4
Cc1nc(NC(=O)c2oc3ccccc3c2C)sc1C(=O)N(C)C	-6	0.6	5%	0.46	-0.14	47	1.1	2.5	8
Cc1ccc(S(=O)(=O)N=C2SCCCS2)cc1	-1	-0.1	8%	-0.7	0.63	80	0.77	0.071	4
COc1ccccc1C1NC(=O)CS1 (centres undefined)	-2	0.8	3%	0.12	-1.1	93	1.1	0.12	5
CCOC(=O)CNC(=O)CSc1nc(NCc2ccccc2)nc(N(C)C)n1	-3	-1.1	4%	-1.8*	-0.85	nt	1.1	0.48	-7
Cc1ccc(NS(=O)(=O)c2cc(C(=O)N3CCN(C)CC3)ccc2C)cc1	-9	-1.9	4%	0.2	-0.43	127	1.1	0.14	2
Cc1ccc2[nH]c3c(c2c1)CN(C(=O)CN1CCN(c2ccccc2F)CC1)CC3	-9	1.7	2%	-0.036	0.54	61	1.1	0.15	0
CC/C(=N\O)c1ccc(O)c(OC)c1	-3	-3.5	4%	0.61	1.1	118	1	0.032	4
COc1ccc(NC(=O)c2c(NC(=O)CNCc3ccco3)sc3c2CCC3)c(OC)c1	-2	0.3	4%	-0.47	0.27	117	1.6	-1.2	-1
COCc1cc(C)n(CC(=O)Nc2ccccc2OC)c(=O)c1C#N	1	-1.4	7%	-0.15	1.1	145	1.2	-0.0052	5
CC(=O)CCn1c(=O)n(CCC(C)=O)c(=O)n(CCC(C)=O)c1=O	-9	1.3	1%	-0.0014	nt	109	1.1	-0.46	5
Cc1ccc2cc(CN(CC3CCCO3)C(=O)NC3CCCCC3)c(=O)[nH]c2c1C (centres undefined)	-2	2.6	12%	0.13	2	51	1.5	0.07	9
CCC(C)(C)n1nnnc1C(c1cc2cc(C)cc(C)c2[nH]c1=O)N1CCCC1 (centres undefined)	-5	-2.4	5%	-0.17	-0.14	78	1.7	-0.34	1
CC(=O)Nc1nnc(C)s1	0	-1.4	2%	-0.24	-0.038	80	1.1	0.35	-1
Cc1ccc(C(OC(=O)c2ccco2)C(=O)NCc2cccs2)cc1 (centres undefined)	3	-4.5	9%	-1.9	-0.24	106	1	0.71	2
N#CC(C(=O)C1CCCCC1)c1nc2ccccc2[nH]1 (centres undefined)	-3	-4.3	1%	0.52	1.7	98	1.1	-0.032	3
CCC(Sc1nncn1C)C(=O)Nc1nnc(-c2ccc(Cl)cc2)s1 (centres undefined)	-3	2.6	7%	0.88	0.18	43	1.1	-0.4	6
O=C(C1CCN(S(=O)(=O)c2cnc[nH]2)CC1)N1CCN(c2ncccn2)CC1	3	-0.7	3%	-0.17	0.095	129	1.1	0.74	14
Cc1cc(NC(=O)CC23CC4CC(C2)CC(CC(=O)Nc2cc(C)on2)(C4)C3)no1	-5	-3.7	7%	0.29	-0.71	121	1.1	0.012	1
